TRPV1 agonist = HTS Assay for Compounds that Act as Agonists of the Vanilloid Receptor 1; Transient receptor potential cation channel subfamily V member 1 (Homo sapiens), Q8NER1; TRPV1-expressing cells, Fluo-8 calcium influx, agonist mode; activation, % at 8.33 µM; 320,000 compounds, 0.19% hits; AID 540275, 2011; in the data active = activation above about 80%; inconclusive = between about 30% and that limit; also: 0% is about no effect
Target sequence (Q8NER1 whole entry, looked up): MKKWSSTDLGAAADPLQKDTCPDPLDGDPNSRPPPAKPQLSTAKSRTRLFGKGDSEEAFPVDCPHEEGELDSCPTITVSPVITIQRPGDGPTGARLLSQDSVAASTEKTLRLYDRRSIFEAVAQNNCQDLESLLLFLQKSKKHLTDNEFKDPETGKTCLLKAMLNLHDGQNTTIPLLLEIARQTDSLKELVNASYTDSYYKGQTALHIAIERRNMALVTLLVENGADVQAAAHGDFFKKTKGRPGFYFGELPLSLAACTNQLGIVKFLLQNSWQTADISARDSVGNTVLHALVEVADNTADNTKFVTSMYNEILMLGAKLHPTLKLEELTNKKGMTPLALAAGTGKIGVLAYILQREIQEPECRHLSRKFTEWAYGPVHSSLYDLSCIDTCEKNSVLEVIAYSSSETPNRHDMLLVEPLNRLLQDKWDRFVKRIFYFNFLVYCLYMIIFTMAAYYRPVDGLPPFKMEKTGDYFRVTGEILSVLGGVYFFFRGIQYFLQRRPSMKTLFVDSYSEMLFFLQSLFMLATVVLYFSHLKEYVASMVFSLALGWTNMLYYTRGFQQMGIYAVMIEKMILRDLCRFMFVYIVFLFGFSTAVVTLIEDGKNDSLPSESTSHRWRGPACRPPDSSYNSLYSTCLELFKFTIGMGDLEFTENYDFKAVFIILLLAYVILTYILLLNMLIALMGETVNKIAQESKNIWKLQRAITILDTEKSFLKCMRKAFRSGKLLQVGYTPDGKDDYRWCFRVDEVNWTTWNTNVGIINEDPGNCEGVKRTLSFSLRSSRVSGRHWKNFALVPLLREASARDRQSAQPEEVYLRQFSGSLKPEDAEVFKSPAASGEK
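Fluo-8 calcium influx in TRPV1-expressing cells, kinetic read (ex 480/em 520 nm). Compound added and read 3 min for agonist activity, followed by capsaicin at EC20 final and 2 min further read for enhancement.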
BRCA1 expr up = qHTS Assay to Identify Small Molecule Activators of BRCA1 Expression. Potency, µM (series often up to 46.1 µM), inactives show top-dose activation, actives largely listed as activators. MCF7-BRCA1-FFLuc reporter, luminescence, 48 h; response scale: scaled: vehicle 0%, 10 µM genistein 100%. 380,000 compounds, 1.1% hits; also: potency is read from the fitted curve at half-maximal effect; nearly all actives have a fitted effect of over 80% in size; some results filed as inactive show a strong effect at the top dose
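MCF7 cells carrying a BRCA1-firefly luciferase reporter (2000 cells/well, phenol-red free MEM) were attached for 2 h at 37 °C, then given compounds for 48 h. Luminescence was read 15 min after luciferase reagent; activity normalized to genistein (10 microM) and DMSO.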
FLuc counter = qHTS profiling assay for firefly luciferase inhibitor/activator using purifed enzyme and Km concentrations of substrates (counterscreen for miR-21 project); 360,000 compounds, 6.9% hits; Potency, µM (highest dose often 57.5 µM), inactives show at the highest dose activity change, negative = inhibition, hits mostly inhibitors; purified FLuc, Km substrates, luminescence inhibition;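 also: potency is read from the fitted curve at half-maximal effect; plate controls were vehicle for no effect and reference inhibitor for full effect; nearly all actives have a fitted effect of over 55% in size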
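Purified P. pyralis luciferase (10nM final) with 10uM D-luciferin and 10uM ATP (Km levels) in 50mM Tris acetate pH 7.5, 10mM Mg acetate, 0.01% Tween-20, 0.05% BSA; qHTS 6-point titration, ~60 µM downward; luminescence read.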
p53 reactivation = qHTS assay for re-activators of p53 using a Luc reporter; Potency, µM (highest dose often 92.2 µM), for the others: at the highest dose activity change, positive = activation, usual class: activators; H1299 p53-A138V BP100-luciferase reporter, luminescence, 24 h; 320,000 compounds, 0.063% hits; also: potency is read from the fitted curve at half-maximal effect; % of control where 0% means no effect; nearly all actives have a fitted effect of over 45% in size
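p53-null H1299 cells stably carrying temperature-sensitive p53-A138V and a BP100-luciferase reporter were pinned with compounds (4-point, 1:5 series) and held 24 hrs at 37 deg C. Luminescence was read 10 min after detection reagent.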
RORgamma inh = qHTS for inhibitors of ROR gamma transcriptional activity. Nuclear receptor ROR-gamma (Mus musculus), P51450. Drosophila S2 Gal4-RORgamma UAS-luciferase reporter, 20 h. Potency, µM (doses to about 53.6 µM), inactives show at the highest dose activity change, negative = inhibition, usual class: inhibitors. 310,000 compounds, 5.4% hits; also: potency is read from the fitted curve at half-maximal effect; % is scaled to controls: 0 for no effect and ±100 for the full control effect; nearly all actives have a fitted effect of over 60% in size
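In this cell-based reporter format, copper sulfate (700 uM final) drives Gal4–ROR gamma fusion expression from a metallothionein promoter in Drosophila Schneider cells; compounds preincubated 1 hr, reporter read after 20 hr at ambient temperature.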
Tb PFK inh = qHTS Assay to Find Inhibitors of T. brucei phosphofructokinase; ATP-dependent 6-phosphofructokinase (Trypanosoma brucei brucei), O15648; T. brucei PFK, ADP-Glo luminescence; Potency, µM (titrated, usually from 57.5 µM), for inactives: top-dose activity, negative = inhibition, usual class: inhibitors; 330,000 compounds, 0.17% hits;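 also: potency is read from the fitted curve at half-maximal effect; 0% = uninhibited 1x PFK enzyme wells and -100% = no-enzyme wells; nearly all actives have a fitted effect of over 60% in size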
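Activity is normalized to no-enzyme wells (full inhibition) and 1.25 nM enzyme wells (no inhibition). Reaction: 0.5 mM F6P, 0.1 mM ATP, 45 min RT, ADP-Glo luminescence; concentration-response curves fitted and classed by quality.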
NPC1 prom act = qHTS Assay for NPC1 Promoter Activators; Huh7 NPC1 promoter luciferase reporter, 24 h; Potency, µM (highest dose often 9.22 µM), without a hit: at the highest dose activation, usual class: activators; 320,000 compounds, 2.4% hits;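 also: potency is read from the fitted curve at half-maximal effect; % of control where 0% means no effect; nearly all actives have a fitted effect of over 60% in size; reporter is driven by a mutant NPC1 promoter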
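Quantitative HTS used a cell-based reporter: Huh7 cells stably bearing the NPC1 promoter upstream of luciferase were treated with compounds for 24 h, and promoter activation was read as luminescence.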
ELG1 genotox = qHTS screen for small molecules that induce genotoxicity in human embryonic kidney (HEK293T) cells expressing luciferase-tagged ELG1; HEK293T ELG1-luciferase reporter, luminescence, 16 h; Potency, µM (series often up to 46 µM), for the others: at the highest dose activity change, positive = activation, hits mostly activators; 330,000 compounds, 1.3% hits; AID 504466, 2011; also: potency is read from the fitted curve at half-maximal effect; % of control where 0% means no effect; nearly all actives have a fitted effect of over 60% in size
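Quantitative HTS format in 1536-well plates. HEK293T ELG1-luciferase reporter cells receive test compound and are incubated 16 hr at 37 °C, 5% CO2; ONE-Glo added, 30 min room temperature, then luminescence read.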
ELG1 DNA repair = qHTS screen for small molecules that inhibit ELG1-dependent DNA repair in human embryonic kidney (HEK293T) cells expressing luciferase-tagged ELG1 | HEK293T ELG1-luciferase reporter, luminescence, 16 h; DNA damage induced by 5-fluorouridine | Potency, µM (top dose mostly 46.1 µM), without a hit: top-dose activity change, negative = inhibition, actives largely listed as inhibitors | 330,000 compounds, 2.3% hits | AID 504467, 2011; also: potency is read from the fitted curve at half-maximal effect; % is scaled to controls: 0 for no effect and ±100 for the full control effect; nearly all actives have a fitted effect of over 55% in size
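HEK293T cells expressing luciferase-tagged ELG1 (2,000/well) received 5-Fluorouridine plus compound or DMSO for 16 hr at 37 °C. Luciferase was read by ONE-Glo luminescence after 30 min at room temperature.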
VP16 counter = VP16 counterscreen qHTS for inhibitors of ROR gamma transcriptional activity; Drosophila S2 Gal4-VP16 UAS-luciferase, luminescence, 20 h; Potency, µM (series often up to 53.6 µM), for inactives: at the highest dose activity, negative = inhibition, most hits filed as inhibitors; 310,000 compounds, 3.5% hits;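 also: Gal4-VP16 expression switched on by copper sulfate through the metallothionein promoter; potency is read from the fitted curve at half-maximal effect; % is scaled to controls: 0 for no effect and ±100 for the full control effect; nearly all actives have a fitted effect of over 50% in size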
Rab9 prom act = qHTS Assay for Rab9 Promoter Activators. Huh7 Rab9 promoter-luciferase reporter, luminescence, 24 h. Potency, µM (top dose mostly 9.22 µM), for the others: top-dose activation, negative = inhibition, most hits filed as activators. 320,000 compounds, 2.8% hits; also: potency is read from the fitted curve at half-maximal effect; % of control where 0% means no effect; nearly all actives have a fitted effect of over 60% in size
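Using Huh7 cells stably transfected with Rab9 promoter–luciferase, compounds were incubated 24 h at 37 °C, 5% CO2; luciferase luminescence was read 10 min after reagent addition.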
* = called active by the depositor. Unless noted, calls follow the shape of the dose curve; as a rule, active = well fitted curve in the direction sought with a large enough effect; inconclusive = small, poorly fitted or top-dose-only effect, or another doubt; inactive = no such curve, though single readings can be large; an effect the other way counts as inactive or inconclusive. Hits appear at their usual frequency; 15% or so of the library scored in one or more.

Results for Cc1cccn2c(=O)c3cc(C(=O)NCCN4CCOCC4)c(=N)n(CCc4ccccc4)c3nc12 ?
TRPV1 agonist: 30; BRCA1 expr up: -2%; FLuc counter: -1%; p53 reactivation: -2%; RORgamma inh: -34%; Tb PFK inh: 0%; NPC1 prom act: -5%; ELG1 genotox: 5%; ELG1 DNA repair: -27%; VP16 counter: -6%; Rab9 prom act: -7%

What do the screens show for `Cc1ccc(NC(=O)C2CCN(S(=O)(=O)c3ccc4c(c3)NC(=O)C(C)S4)CC2)cc1C` (centres undefined)?
TRPV1 agonist: 3; BRCA1 expr up: -14%; FLuc counter: -3%; p53 reactivation: -4%; RORgamma inh: -28%; Tb PFK inh: 1%; NPC1 prom act: -3%; ELG1 genotox: -15%; ELG1 DNA repair: inconclusive; VP16 counter: inconclusive; Rab9 prom act: -7%

How did Cc1cnc(C(=O)OCC(=O)NC(=O)NC(C)C)cn1 do in these assays?
TRPV1 agonist: 1; BRCA1 expr up: -9%; FLuc counter: 3%; p53 reactivation: -25%; RORgamma inh: -3%; Tb PFK inh: -2%; NPC1 prom act: -7%; ELG1 genotox: 0%; ELG1 DNA repair: 5%; VP16 counter: -1%; Rab9 prom act: -1%

Results for O=C(Nc1nnc(-c2ccccc2)o1)C1CCCN1S(=O)(=O)c1cccs1 (centres undefined) ?
TRPV1 agonist: -1; BRCA1 expr up: 13%; FLuc counter: -2%; p53 reactivation: -6%; Tb PFK inh: 10%; NPC1 prom act: -1%; ELG1 genotox: -1%; ELG1 DNA repair: -10%; Rab9 prom act: -1%

What do the screens show for `Cc1ccc(-c2ccc(CCC(=O)O)n2NC(N)=S)cc1`?
TRPV1 agonist: 1; BRCA1 expr up: -10%; FLuc counter: -1%; p53 reactivation: 2%; RORgamma inh: -4%; Tb PFK inh: 0%; NPC1 prom act: -1%; ELG1 genotox: 2%; ELG1 DNA repair: inconclusive; VP16 counter: -5%; Rab9 prom act: 3%

How did CCCCn1c(SCC(=O)OCC)nc2c1c(=O)[nH]c(=O)n2C do in these assays?
TRPV1 agonist: -3; BRCA1 expr up: -8%; FLuc counter: 1%; p53 reactivation: -3%; RORgamma inh: -4%; Tb PFK inh: -1%; NPC1 prom act: -1%; ELG1 genotox: 0%; ELG1 DNA repair: 11%; VP16 counter: -10%; Rab9 prom act: -6%

What do the screens show for `CCC(C)c1ccccc1N1CC(C(=O)N(C)CC(=O)Nc2cccc(F)c2)CC1=O` (centres undefined)?
TRPV1 agonist: 0; BRCA1 expr up: -7%; FLuc counter: 2%; p53 reactivation: -6%; Tb PFK inh: -3%; NPC1 prom act: -1%; ELG1 genotox: -1%; ELG1 DNA repair: 10%; Rab9 prom act: -1%

Results for CCNC(=O)NC(=O)C(C)OC(=O)c1oc2ccccc2c1CSC1CCCCC1 (centres undefined) ?
TRPV1 agonist: -4; BRCA1 expr up: -11%; FLuc counter: -1%; p53 reactivation: -1%; RORgamma inh: -10%; Tb PFK inh: 4%; NPC1 prom act: -2%; ELG1 genotox: -2%; ELG1 DNA repair: 4%; VP16 counter: -2%; Rab9 prom act: -5%

What do the screens show for `NC(=O)C1CCN(C(=O)COCc2cc(-c3ccc4c(c3)OCO4)on2)CC1`?
TRPV1 agonist: 1; BRCA1 expr up: 0%; FLuc counter: inconclusive; p53 reactivation: inconclusive; RORgamma inh: -4%; Tb PFK inh: -2%; NPC1 prom act: 17%; ELG1 genotox: 16%; ELG1 DNA repair: inconclusive; VP16 counter: -2%; Rab9 prom act: 3%

What do the screens show for `O=C(CN1CCOCC1)Nc1ccc(Br)cc1`?
TRPV1 agonist: 0; BRCA1 expr up: -8%; FLuc counter: 2%; p53 reactivation: -3%; RORgamma inh: -2%; Tb PFK inh: 1%; NPC1 prom act: -3%; ELG1 genotox: -1%; ELG1 DNA repair: 1%; VP16 counter: 15%; Rab9 prom act: -1%

How did O=C(O)c1ccc(NS(=O)(=O)c2ccc(NC(=O)c3ccccc3Cl)cc2)cc1 do in these assays?
TRPV1 agonist: 2; BRCA1 expr up: -2%; FLuc counter: -13%; p53 reactivation: -3%; RORgamma inh: -2%; Tb PFK inh: 0%; NPC1 prom act: 2%; ELG1 genotox: 3%; ELG1 DNA repair: 7%; VP16 counter: -3%; Rab9 prom act: 3%

Results for Cc1cc(C(=O)COc2ccc([N+](=O)[O-])cc2)c(C)n1C1CC1 ?
TRPV1 agonist: 20; BRCA1 expr up: 80%; FLuc counter: -18%; p53 reactivation: 3%; RORgamma inh: 45%; Tb PFK inh: -2%; NPC1 prom act: 3%; ELG1 genotox: 1%; ELG1 DNA repair: -28%; VP16 counter: -2%; Rab9 prom act: 26%

How did CC1CN(c2ccc([N+](=O)[O-])cn2)CC(C)O1 (centres undefined) do in these assays?
TRPV1 agonist: 2; BRCA1 expr up: 0%; FLuc counter: 3%; p53 reactivation: 7%; RORgamma inh: -5%; Tb PFK inh: 1%; NPC1 prom act: -1%; ELG1 genotox: 1%; ELG1 DNA repair: 2%; VP16 counter: 7%; Rab9 prom act: 4%

How did Cc1ccc(NS(=O)(=O)c2ccc(C(=O)OCC(=O)N3CCCCC3)cc2)cc1 do in these assays?
TRPV1 agonist: 3; BRCA1 expr up: 4%; FLuc counter: 5%; p53 reactivation: -8%; Tb PFK inh: 1%; NPC1 prom act: 1%; ELG1 genotox: 0%; ELG1 DNA repair: 5%; Rab9 prom act: -4%

What do the screens show for `Cc1cc(Cl)ccc1OCCn1cncn1`?
TRPV1 agonist: -2; BRCA1 expr up: -16%; FLuc counter: -10%; p53 reactivation: -4%; RORgamma inh: 22%; Tb PFK inh: 2%; NPC1 prom act: -3%; ELG1 genotox: 9%; ELG1 DNA repair: 14%; VP16 counter: -8%; Rab9 prom act: -9%

Results for O=C(NNS(=O)(=O)c1ccccc1[N+](=O)[O-])c1ccccc1[N+](=O)[O-] ?
TRPV1 agonist: 0; BRCA1 expr up: -21%; FLuc counter: 1%; p53 reactivation: -8%; RORgamma inh: -27%; Tb PFK inh: 8%; NPC1 prom act: -1%; ELG1 genotox: -1%; ELG1 DNA repair: 0%; VP16 counter: -13%; Rab9 prom act: -2%

Results for NC(=O)c1ccc(NCCc2ccccc2)c([N+](=O)[O-])c1 ?
TRPV1 agonist: -5; BRCA1 expr up: 2%; FLuc counter: -4%; p53 reactivation: 16%; RORgamma inh: 6%; Tb PFK inh: -1%; NPC1 prom act: 1%; ELG1 genotox: 3%; ELG1 DNA repair: 11%; VP16 counter: 7%; Rab9 prom act: 9%

What do the screens show for `Cc1ccc(CN2CCc3c(OCc4ccc(F)cc4)cccc3C2=O)cc1`?
TRPV1 agonist: inconclusive; BRCA1 expr up: -22%; FLuc counter: -1%; p53 reactivation: 4%; RORgamma inh: inconclusive; Tb PFK inh: -3%; NPC1 prom act: -11%; ELG1 genotox: 1%; ELG1 DNA repair: 5.8µM*; VP16 counter: inconclusive; Rab9 prom act: -16%

Some of these compounds in order of formula weight, lowest first.
How did CC1CN(c2ccc([N+](=O)[O-])cn2)CC(C)O1 (centres undefined) do in these assays?
TRPV1 agonist: 2; BRCA1 expr up: 0%; FLuc counter: 3%; p53 reactivation: 7%; RORgamma inh: -5%; Tb PFK inh: 1%; NPC1 prom act: -1%; ELG1 genotox: 1%; ELG1 DNA repair: 2%; VP16 counter: 7%; Rab9 prom act: 4%

What do the screens show for `Cc1cc(Cl)ccc1OCCn1cncn1`?
TRPV1 agonist: -2; BRCA1 expr up: -16%; FLuc counter: -10%; p53 reactivation: -4%; RORgamma inh: 22%; Tb PFK inh: 2%; NPC1 prom act: -3%; ELG1 genotox: 9%; ELG1 DNA repair: 14%; VP16 counter: -8%; Rab9 prom act: -9%

What do the screens show for `Cc1ccc(CN2CCc3c(OCc4ccc(F)cc4)cccc3C2=O)cc1`?
TRPV1 agonist: inconclusive; BRCA1 expr up: -22%; FLuc counter: -1%; p53 reactivation: 4%; RORgamma inh: inconclusive; Tb PFK inh: -3%; NPC1 prom act: -11%; ELG1 genotox: 1%; ELG1 DNA repair: 5.8µM*; VP16 counter: inconclusive; Rab9 prom act: -16%
